# Rin1-Abl PPI inh = inhibitors of Rin1-Abl protein binding, primary screen, biochemical, TR-FRET. Tyrosine-protein kinase ABL1 (Homo sapiens) + Ras and Rab interactor 1 (Homo sapiens), …. inhibition, % at 7.35 µM. 360,000 tested, 0.4% active. AID 588664, 2011; in the data active = inhibition above about 5%, passing the limit was not always enough
# SKN-1 inh = suppressors of acrylamide-induced Pgst-4::GFP reporter in worms, primary screen, SKN-1 inhibitor project, whole organism, uHTS, GFP/RFP fluorescence ratio, strain VP596; C. elegans VP596 Pgst-4::GFP/RFP ratio, 24 h; inhibition, % at 21.8 µM; 360,000 tested, 0.49% active; AID 624304, 2012;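 active = interference check ratio from 0.5 to 1.5 plus GFP to RFP signal ratio inhibition reaching or exceeding a fixed threshold, cut at about 30% in these data, passing the limit was not always enough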; note: some compounds called inactive have numbers as strong as hits
# Neddyl block = inhibitors of cullin neddylation, primary screen, biochemical, TR-FRET, uHTS, NAE and Ubc12. calls only at 25 µM. NEDD8-conjugating enzyme Ubc12 (Homo sapiens) + NEDD8-activating enzyme E1 regulatory …. 360,000 tested, 0.58% active; in the data active = inhibition above about 36%
# Target sequence (P61081 whole entry, looked up): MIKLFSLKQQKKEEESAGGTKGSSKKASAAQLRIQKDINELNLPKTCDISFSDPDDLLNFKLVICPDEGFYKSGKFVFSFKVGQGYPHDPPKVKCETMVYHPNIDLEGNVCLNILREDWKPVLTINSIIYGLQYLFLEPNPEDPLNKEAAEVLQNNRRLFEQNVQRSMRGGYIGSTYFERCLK
# Target sequence (Q13564 whole entry, looked up): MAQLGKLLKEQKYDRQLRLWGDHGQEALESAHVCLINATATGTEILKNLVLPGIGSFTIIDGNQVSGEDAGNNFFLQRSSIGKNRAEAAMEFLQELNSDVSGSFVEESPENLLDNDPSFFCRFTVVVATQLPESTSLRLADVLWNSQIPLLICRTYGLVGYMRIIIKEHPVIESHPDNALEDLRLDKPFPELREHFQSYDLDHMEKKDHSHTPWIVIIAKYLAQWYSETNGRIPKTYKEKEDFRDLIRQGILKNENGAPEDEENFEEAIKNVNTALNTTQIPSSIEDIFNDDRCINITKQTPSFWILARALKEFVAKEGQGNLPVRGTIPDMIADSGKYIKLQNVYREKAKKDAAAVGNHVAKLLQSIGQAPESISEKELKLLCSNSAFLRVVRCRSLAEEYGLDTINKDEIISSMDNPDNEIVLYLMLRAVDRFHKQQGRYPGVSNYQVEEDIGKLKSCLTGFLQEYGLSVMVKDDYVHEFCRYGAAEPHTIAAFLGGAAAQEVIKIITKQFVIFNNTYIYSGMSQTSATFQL
# MT1-MMP act inh = blockers of MT1-MMP proenzyme processing, primary screen, HT1080 RFP-PRO-GFP cells, GFP/RFP fluorescence; GFP/RFP ratio fluorescence, overnight; percent of plate control window, DMSO zero; GFP/RFP ratio change, % at 20 µM; 360,000 tested, 0.061% active;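 active = GFP/RFP ratio change of at least 30% with cell ATP level not reduced by more than half and red fluorescence within 50% of control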; note: strong numbers were not always called active
#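 system = RFP-PRO-GFP reporter HT1080 cells | dosing = 20 µM single dose, 1% DMSO | timing = overnight cell settling, then overnight compound exposure, 37 °C, 5% CO2 | read-out basis = GFP/RFP fluorescence ratio | controls = DMSO and RFP-L50D-GFP cell wells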
# eLon inh = inhibitors of E. coli Lon protease, primary screen, biochemical, fluorescence polarization; P0A9M0; purified E. coli Lon protease; inhibition, % at 7.94 µM; 360,000 tested, 0.42% active; AID 602123, 2011; in the data active = inhibition above about 13%, passing the limit was not always enough;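 note: 0% = enzyme with probe and DMSO and 100% = no enzyme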
# bovine MsrA act = bovine MsrA enzyme activators, primary screen, biochemical, absorbance, HTS; Methionine sulfoxide reductase A (Bos taurus); purified bovine MsrA, absorbance read-out; activation, % at 10.6 µM; 360,000 tested, 0.3% active; in the data active = activation above about 7.5%;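 note: 0% = vehicle and 100% = reference activator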
# FAS-TE inh = FAS thioesterase domain inhibitors, primary screen, biochemical, fluorescence intensity, uHTS; recombinant FAS-TE, OMFH fluorogenic substrate, fluorescence endpoint; AID 602261, 2012; Fatty acid synthase (Homo sapiens), P49327; 360,000 tested, 0.67% active; inhibition, % at 15 µM;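 active = compounds whose normalised, plate-corrected inhibition of enzyme fluorescence in the single-dose primary screen is 50% or more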;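 note: 0% = DMSO with enzyme and 100% = substrate without enzyme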
# PABP1 MLLE inh = inhibitors of PABP1 MLLE–PAM2 peptide binding, primary screen, biochemical, fluorescence polarization, FITC-PAM2, GST-MLLE. inhibition, % at 20 µM. 360,000 tested, 0.36% active; in the data active = inhibition above about 35%, passing the limit was not always enough;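 note: plate controls were DMSO wells with GST-MLLE for no effect and wells lacking GST-MLLE protein for full effect; some results filed as inactive read as strong as hits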
# CendR NRP1 mod = modulators of CendR peptide binding to NRP-1, primary screen, biochemical, fluorescence polarization, uHTS; inhibition, % at 25 µM; AID 602438, 2012; FAM-RPARPAR peptide binding to NRP-1; 360,000 tested, 0.85% active; Neuropilin-1 (Homo sapiens), O14786;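 active = inhibition or corrected inhibition above about 18%, plus a signal ratio from 0.5 to 1.5, limit read from the data, passing the limit was not always enough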; note: strong numbers were not always called active
# Numbers without * were called inactive; i = inactive; . = not tested or not shown; + = active, no number. Compounds were not picked by outcome, and some 4% of all compounds hit somewhere here.
SMILES,Rin1-Abl PPI inh,SKN-1 inh,Neddyl block,MT1-MMP act inh,eLon inh,bovine MsrA act,FAS-TE inh,PABP1 MLLE inh,CendR NRP1 mod
O=C(O)COc1ccc(/C=N/NC(=O)c2ccccc2Br)cc1,0,14,i,-3,-2,-4,-7,1,2
COc1cccc(C(=O)Nc2cccc(C(=O)N3CCOCC3)c2)c1,2,-5,i,2,-2,-5,-4,20,0
COc1ccc(N(CC(O)CN2CCOCC2)S(=O)(=O)c2ccc(C)cc2)cc1 (centres undefined),0,14,i,1,6,-1,-4,0,6
CCCCN(C)CC(O)Cn1cc(/C=C/C(=O)c2ccc(C)cc2)c2ccccc21 (centres undefined),-5,-2,i,-17,-43,0,-8,-42,-19
CCC(CC)C(=O)N(C)c1c(C)nc2c(OCc3ccccc3C(=O)OC)cccn12,2,11,i,5,0,0,1,3,5
O=C1C2C3C=CC(C3)C2C(=O)N1CC1CCCO1 (centres undefined),-2,-11,i,-3,-6,-1,-9,-2,-5
COc1ccc(CC(=O)Nc2ccc(NC(=O)c3ccc(Br)cc3)cc2)cc1OC,2,3,i,1,-1,-1,-7,5,6
NC(=O)c1ccccc1NS(=O)(=O)Cc1ccccc1,-1,5,.,-3,-10,-1,-8,-8,16
O=C1NC[C@H](CCCCN2CCN(CCc3ccccc3)C(=O)C2=O)N(CCC2CCCCC2)C1=O,.,-4,i,4,2,-2,-8,.,-11
O=C(COC(=O)C1CCC1)NCc1ccc(F)cc1,3,0,i,-1,0,-1,-11,-12,4
N#C/C(=C/c1ccc(N2CCCCC2)o1)C(=O)Nc1ccc2ccccc2c1,-11,32,i,-118,i,-4,-46,i,136
Cc1onc(-c2c(Cl)cccc2Cl)c1NC(=O)NN(C)C,2,13,i,0,8,-5,-3,-11,7
Cc1cc(Cl)ccc1NC(=O)CN1CCC(C(O)(c2ccccc2)c2ccccc2)CC1,5,12,i,-21,-9,0,35,2,-6
O=C(NCc1ccccc1F)c1cc(=O)[nH]c2ccccc12,6,7,i,-2,2,-6,-4,-13,-93
c1ccc(-c2csc3ncnc(NCCCN4CCOCC4)c23)cc1,0,-11,i,6,2,2,-10,7,-8
CCOc1cc(NC(=O)c2cccs2)c(OCC)cc1NC(=O)CCC(=O)NCCN1CCOCC1,0,-6,i,-10,-1,-2,-6,-11,-2
CC(C)(C)[C@H]1COC(=O)CCCC/C=C\C[C@H](CC(=O)NCCO)C(=O)N1,-1,-19,i,2,2,-10,-4,-8,4
CC(OC(=O)C1CCCCC1)c1nc2ccccc2[nH]1 (centres undefined),-3,-2,i,0,10,0,-8,-5,10
COc1ccc2nc(SCC(=O)Nc3cc(OC)c(OC)cc3C(=O)O)c(C)cc2c1,2,-5,i,1,4,-10,1,2,4
O=C(CNC(=O)c1ccccc1Cl)N/N=C/c1ccc2c(c1)OCO2,0,5,i,0,-5,-2,-6,-1,6
COc1cc(OC)c(C(=O)OCC(=O)NC2CCCCCCC2)cc1OC,0,0,i,0,4,-3,0,-2,8
O=C(CN1CCN(S(=O)(=O)c2ccccc2)CC1)NCCc1ccccc1,0,11,i,0,6,-6,-3,4,15
COc1ccc2c(=O)c3c(=O)n(Cc4ccco4)c(C(C)C)nc3oc2c1,-4,1,i,-3,8,-1,-1,9,1
COC(=O)c1c(NC(=O)CN2CCN(S(=O)(=O)c3ccccc3[N+](=O)[O-])CC2)sc2c1CCC(C)C2 (centres undefined),1,10,i,-2,2,-1,38,4,2
COc1ccc(C(=O)c2c(N)sc3c2CCN(C(=O)OC(C)(C)C)C3)cc1,-3,6,i,-14,-14,-1,-18,-17,-29

# (list continues)
SMILES,Rin1-Abl PPI inh,SKN-1 inh,Neddyl block,MT1-MMP act inh,eLon inh,bovine MsrA act,FAS-TE inh,PABP1 MLLE inh,CendR NRP1 mod
CCOc1ccc2[nH]c(=O)c(C(c3nnnn3CC3CCCO3)N3CCc4ccccc4C3)cc2c1 (centres undefined),-5,-18,i,-9,0,-4,4,23,2
CCOC(=O)C1=C(CNCCc2ccc(Cl)cc2)NC(=O)NC1c1ccc2c(c1)OCO2 (centres undefined),3,6,i,5,-4,1,8,0,1
CN1CCN(C(=O)c2cc3sccc3n2CC(=O)c2ccccc2)CC1,-3,-19,i,11,4,-2,-3,0,-3
CCN1C(=O)[C@H]2[C@@H](c3ccc(-c4ccc(OC)cc4)cc3)N[C@@](C)(C(=O)OC)[C@H]2C1=O,0,25,.,-1,-1,-2,1,-7,6
CCN1CCN(C(=O)C(=O)c2cn(CC(=O)N3CCCC3)c3ccccc23)CC1,2,9,i,-4,2,0,-10,-2,6
Cc1ccc(C(=O)N/C(=C\c2ccc([N+](=O)[O-])cc2)C(=O)NCCc2ccccc2)cc1,-3,-15,i,3,-11,-6,34,3,-7
Cc1cc(/C=C2\SC(=Nc3ccc(F)cc3)NC2=O)c(C)n1-c1ccc(S(N)(=O)=O)cc1,1,-1,i,-1,-24,0,7,-31,-29
O=C(Nc1ccncc1)c1cn(-c2ccccc2)nc1-c1cccs1,2,15,i,3,-3,2,7,4,5
CCCCNC(=O)c1cc2c(C)cc(C)cc2[nH]1,0,16,+,-2,3,-1,8,-9,-8
COc1ccc(-c2cccc(NC(=O)c3ccco3)c2)nn1,-3,21,i,4,-7,-4,-5,0,-3
O=Cc1ccc2c(c1)OCCOCCOCCOCCO2,0,-5,i,0,-9,-2,-10,2,6
O=C(Nc1nc(-c2ccc3ccccc3c2)cs1)C1CCN(S(=O)(=O)c2cccs2)CC1,-4,12,i,-18,-12,-6,88*,5,-9
CCOC(=O)c1cnc(-n2nc(C)cc2C)nc1NC1CCCC1,0,12,i,10,12,-2,16,3,-15
COc1ccc(N2CCN(CC(O)COc3ccccc3[N+](=O)[O-])CC2)cc1 (centres undefined),-7,1,i,6,2,-1,-3,-10,20
CCOC(=O)c1[nH]c2c(c1-c1ccccc1)C(=O)CC(c1ccc(OCC)cc1)C2 (centres undefined),5,-4,i,16,3,-13,-6,-7,-29
Cn1c(=O)n(C)c2cc(S(=O)(=O)NCCOCCO)ccc21,3,9,i,2,-4,-2,-9,1,-2
Nc1ncnc2c1ncn2[C@@H]1O[C@H](CNCc2cn(CC(=O)NC3CC3)c3ccccc23)[C@@H](O)[C@H]1O,0,8,i,1,0,-4,-7,-10,-6
O=C(COc1ncnc2cc(Cl)ccc12)c1ccccc1,2,-5,i,1,-1,-5,3,4,9
COc1ccccc1C(=O)NC(=O)COC(=O)c1cnc(C)cn1,2,-19,i,.,2,-13,-7,-1,2
COc1ccc(Cl)cc1NC(=S)NCCSc1ccc(C)cc1,-2,6,i,3,-2,0,19,4,-3
COc1ccccc1NC(=O)C(C(C)C)N1C(=O)c2ccccc2C1=O (centres undefined),-2,12,i,5,-1,-3,7,5,9
Cc1cc2ccccc2c(=O)[nH]1,-1,12,i,14,-1,-4,-9,3,-2
O=c1oc(-c2ccco2)nc2ccccc12,3,-13,i,4,-12,-1,12,5,3
CCOc1ccc(CCNC(=O)COC(=O)c2ccc(OC(C)C)cc2)cc1OCC,0,2,i,1,-11,0,5,8,-5
CC1CCCCN1S(=O)(=O)c1ccc(C(=O)Nc2nnc(-c3ccccn3)o2)cc1 (centres undefined),0,-7,i,-3,2,-3,-6,-4,-15

# Arranged by the number under bovine MsrA act (highest first): some entries from above
compound	bovine MsrA act
CCN1CCN(C(=O)C(=O)c2cn(CC(=O)N3CCCC3)c3ccccc23)CC1	0
Cn1c(=O)n(C)c2cc(S(=O)(=O)NCCOCCO)ccc21	-2
Nc1ncnc2c1ncn2[C@@H]1O[C@H](CNCc2cn(CC(=O)NC3CC3)c3ccccc23)[C@@H](O)[C@H]1O	-4

# Next compounds
SMILES,Rin1-Abl PPI inh,SKN-1 inh,Neddyl block,MT1-MMP act inh,eLon inh,bovine MsrA act,FAS-TE inh,PABP1 MLLE inh,CendR NRP1 mod
CCN(C[C@H]1N[C@@](Cc2ccccc2)(C(=O)OC)[C@H]2C(=O)N(C)C(=O)[C@@H]12)C(=O)COC,-1,2,i,0,-2,-10,-9,0,-14
COc1ccc(-c2cc(C(F)(F)F)nc(SCC(=O)N(C)Cc3cnn(C)c3C)n2)cc1OC,-2,5,.,7,-2,-1,-8,6,4
COC(=O)c1ccc(COC(=O)CNC(=O)CNC(=O)c2ccc(OC)cc2)cc1,-3,2,i,0,-2,-1,-10,3,-6
CCCCCN(C(=O)CCC(=O)OCC(=O)Nc1cccc(SC)c1)c1c(N)n(CCCC)c(=O)[nH]c1=O,0,10,i,8,0,1,4,-6,-3
CN(C)C=NC1=NN(c2cccc(C(F)(F)F)c2)CC1,4,-5,i,2,4,2,-4,-25,3
CN(Cc1nc2ccc(F)cc2[nH]1)Cc1nc(CC2CC2)no1,-2,9,i,-4,1,-3,-7,6,-6
O=C(C1CCN(S(=O)(=O)c2cnc[nH]2)CC1)N1CCc2ccccc2C1,-4,12,i,-1,6,-1,-9,-13,1
Cc1ccc(N2CCN(C(=O)C(=O)c3ccc(F)c(F)c3)CC2)cc1,.,6,i,2,.,.,.,.,-5
COc1ccc(/C=C2\C(=O)NC(=S)N2C(=O)c2ccc(C)cc2)cc1,-3,7,i,-13,-71,-11,6,-54,-89
Cc1nc(Sc2cccn2C)c(C(F)(F)F)c(=O)[nH]1,-3,-2,i,3,-3,0,-6,-10,2
Cc1ccc(N/C=C2\C(=O)N(c3ccc(F)cc3F)C(c3cccnc3)S2(=O)=O)cc1 (centres undefined),1,-9,i,10,10,-12,13,-7,-6
Cc1ccc(/C=C/C(=O)O)cc1S(=O)(=O)NC1CCS(=O)(=O)C1 (centres undefined),9,4,i,3,15*,-10,-6,-2,4
COc1cccc(CNC(=O)c2ccccc2N)c1,-1,-5,.,2,-3,-9,-7,-4,-4
O=[N+]([O-])c1ccc2cccnc2c1,-2,6,i,1,2,0,0,13,-4
O=C(c1ccc(Cl)cc1)N1CCC(C(=O)N2CCCc3ccccc32)CC1,0,-5,i,-2,-14,-4,1,13,1
CC1CCCN(S(=O)(=O)c2cccc(-c3cn4cccnc4n3)c2)C1 (centres undefined),-5,9,.,3,-33,-1,-2,10,-4
O=C(O)C1CC1C(=O)Nc1nc2c(Cl)cccc2s1 (centres undefined),-1,-2,i,3,3,1,-4,1,10
NCCC(=O)NCCc1cnc[nH]1,-1,-2,i,-1,-10,-8,-1,1,-1
C/C(=C(\C#N)C(=O)NCCCN1CCOCC1)N(C)C,-3,-4,i,5,2,-4,-5,2,-3
COc1ccc(C(=O)C2CCCN(Cc3ccc(C#CCCO)cc3)C2)cc1F (centres undefined),-1,-4,i,-2,-15,2,-2,15,14
COCCN(Cc1cccs1)S(=O)(=O)c1csc(C(N)=O)c1,0,10,i,3,6,-4,-3,3,5
Cn1c(N)c(Br)c(-c2ccc(F)cc2)c(C#N)c1=O,-1,14,i,2,3,-4,7,1,11

# Records listed so far marked active in eLon inh.
mol	Rin1-Abl PPI inh	SKN-1 inh	Neddyl block	MT1-MMP act inh	eLon inh	bovine MsrA act	PABP1 MLLE inh	CendR NRP1 mod
Cc1ccc(/C=C/C(=O)O)cc1S(=O)(=O)NC1CCS(=O)(=O)C1 (centres undefined)	9	4	i	3	15*	-10	-2	4

# Screening data: PubChem, several laboratories
